L3MBTL1 block = inhibitors of human L3MBTL1; Q9Y468; AlphaScreen L3MBTL1–H3K9me1 peptide binding; Potency, µM (highest dose often 57.1 µM), without a hit: at the top dose activity, negative = inhibition, most hits filed as inhibitors; actives 0.66% (n = 230,000); AID 485360; active = well fitted inhibition curve with a large enough effect; inconclusive = small, poorly fitted or top-dose-only effect; inactive = no such curve, though single readings can be large or run the other way; also: nearly all actives have a fitted effect of over 60% in size
Target sequence (Q9Y468 whole entry, looked up): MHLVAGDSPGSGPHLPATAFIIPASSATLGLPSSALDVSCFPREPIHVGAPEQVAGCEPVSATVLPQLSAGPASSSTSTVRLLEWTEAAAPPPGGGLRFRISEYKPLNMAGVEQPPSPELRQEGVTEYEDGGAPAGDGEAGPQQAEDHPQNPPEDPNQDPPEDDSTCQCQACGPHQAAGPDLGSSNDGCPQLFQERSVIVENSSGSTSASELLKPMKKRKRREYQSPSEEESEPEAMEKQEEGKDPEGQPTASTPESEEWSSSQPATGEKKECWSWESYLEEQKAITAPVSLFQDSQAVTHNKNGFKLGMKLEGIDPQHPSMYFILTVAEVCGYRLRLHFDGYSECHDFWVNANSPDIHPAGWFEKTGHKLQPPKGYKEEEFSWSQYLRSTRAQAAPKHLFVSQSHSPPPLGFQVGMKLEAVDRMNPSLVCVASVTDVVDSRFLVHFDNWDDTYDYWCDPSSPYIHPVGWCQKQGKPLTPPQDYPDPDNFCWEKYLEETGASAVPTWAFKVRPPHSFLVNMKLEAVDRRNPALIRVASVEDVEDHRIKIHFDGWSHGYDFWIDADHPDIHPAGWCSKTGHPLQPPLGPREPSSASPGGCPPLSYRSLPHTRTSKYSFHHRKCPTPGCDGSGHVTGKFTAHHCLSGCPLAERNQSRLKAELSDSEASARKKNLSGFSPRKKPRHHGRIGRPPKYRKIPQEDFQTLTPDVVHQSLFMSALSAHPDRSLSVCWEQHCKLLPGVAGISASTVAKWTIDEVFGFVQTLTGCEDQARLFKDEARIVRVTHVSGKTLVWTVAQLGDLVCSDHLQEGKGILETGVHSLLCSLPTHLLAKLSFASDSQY
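Read-out is AlphaScreen signal from streptavidin donor and nickel chelate acceptor beads (10 ug/mL final each) bridging L3MBTL1 (50 nM) and biotinylated K9-monomethylated H3(1-15) peptide (75 nM), after 30 min compound exposure at room temperature.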
* marks the source's active call; other numbers are inactive results; u = inconclusive; [ ] = dose if it differs, or a comment. % is scaled to controls: 0 for no effect and ±100 for the full control effect; potency is read from the fitted curve at half-maximal effect. A portion of the library; the hit share may differ from the screen's.

SMILES	L3MBTL1 block
O=C(COC(=O)CCc1ccccc1)NCc1ccc2c(c1)OCO2	12%
O=C1C2C3C=CC(C4CC34)C2C(=O)N1c1cccc2ccccc12 (centres undefined)	13%
CCCn1c(N)c(N(CCOC)C(=O)CSCC(=O)Nc2cccc(C)c2)c(=O)[nH]c1=O	3%
COCCN(CC(=O)Nc1cccc(C)c1C)C(=O)CN1C(=O)NC2(CCCCC2)C1=O	-2%
CC(C)Cc1cc(C(C)(C)C)ccc1OC(=S)N(C)C	u
Oc1c(Cl)cc(Cl)cc1CNc1nccs1	6%
O=C(CC(Cc1ccccc1)C(=O)O)Nc1ccc(F)cc1 (centres undefined)	0%
CCOc1ccc(/C=C/C(=O)N2CCOCC2)cc1OC	-4%
Cc1cc(OC(C)C(=O)N(Cc2ccco2)C2CCS(=O)(=O)C2)ccc1Cl (centres undefined)	-3%
O=C(O)c1cc(-c2cccs2)nc2ccc(F)cc12	2%
CC(C)(C)OC(=O)C[C@@H]1C/C=C\C[C@@H](CC(=O)N[C@@H](CO)Cc2ccccc2)C(=O)N2CCC[C@H]2COC1=O	2%
CCCCN1CC(=O)N2[C@H](c3ccc(OC)cc3)[C@@H]3C(=O)N(CC)C(=O)[C@@H]3[C@]2(C)C1=O	37%[activator]
O=C(NC1CC(=O)N(c2ccccc2)C1)C(=O)c1c[nH]c2ccccc12 (centres undefined)	-4%
CCN(CC)C(=O)[C@H]1C[C@H](CC(=O)NCCN2CCOCC2)C(=O)N2CCc3c([nH]c4ccc(Cl)cc34)[C@]12C	4%
CC(=O)NS(=O)(=O)c1ccc(NC(=O)COc2cccc3c2OC(C)(C)C3)cc1	8%
Cc1ccc(C)c(N2CCN(S(=O)(=O)c3ccc4c(c3)C(C)(C)C(=O)N4C)CC2)c1	-5%
CCOC(=O)[C@@H]1[C@H]2COc3cc(OC)ccc3[C@H]2N2C(=O)N(c3ccc(C(F)(F)F)cc3)C(=O)[C@]12C	-6%
CCOc1ccc(CN(C)C(=O)CN2C(=O)NC(c3ccccc3)(c3ccccc3)C2=O)cc1	0%
C=CC[C@@H](CC(=O)N(CCO)Cc1ccccc1)C(=O)N[C@H](COC(=O)[C@@H](CC=C)CC(=O)OC(C)(C)C)Cc1ccccc1	9%
CC(Oc1ccccc1F)C(=O)NNC(=O)C1CC(=O)N(c2ccc3c(c2)OCCO3)C1 (centres undefined)	1%
COc1ccc(C(=O)COC(=O)c2cc([N+](=O)[O-])ccc2N2CCOCC2)c(OC)c1	u
CCCCCCCN1C(Nc2ccccc2)=NC[C@@H]1C	2%
COc1cc2ccccc2cc1C(=O)NC1CCCCC1	35%[activator]
Cc1ccc(NC(=O)c2ccc(Cl)nc2)cc1S(=O)(=O)N1CCOCC1	-1%
Cc1ccc(C(=O)NCC(=O)Nc2ccc(S(=O)(=O)Nc3cc(C)nc(C)n3)cc2)cc1	32%[activator]
O=C(O)c1cccc([N+](=O)[O-])c1C(=O)Nc1ccc2ccccc2c1	8%
COc1cccc(C(=O)NCCN2CCN(c3ccccc3)CC2)c1	3%
CCN1CCN(c2ccc(Nc3ccnc4ccccc34)cc2)CC1	-6%
COc1ccc(OCC(=O)NCC(c2cccs2)N2CCOCC2)cc1 (centres undefined)	0%
Cc1cccc(C(=O)OCC(=O)NN2C(=O)NC3(CCC(C)CC3)C2=O)c1O (centres undefined)	4%
CCOC(=O)C1(CCOC)CCN(Cc2cccc(OCc3ccccc3)c2)CC1	0%
CC(=O)NCc1ccc(S(=O)(=O)N2CCN(S(=O)(=O)c3ccc4ccccc4c3)CC2)cc1	13%
Cc1cccc(NC(=O)COC(=O)C2COc3ccccc3O2)c1C (centres undefined)	8%
COc1ccc(N2CCN(C(CNC(=O)c3ccco3)c3ccco3)CC2)cc1 (centres undefined)	-5%
Cc1ccc(C(O)Cn2nc(C)cc2C)cc1 (centres undefined)	3%
Cc1nn(C)c(C)c1NC(=O)COc1ccc(F)cc1Br	-1%
O=C(C[C@H]1C/C=C\CC[C@@H](Cc2ccc(F)cc2)C(=O)OCCNC1=O)NCCO	-2%
COc1ccc(C(=O)Nc2ccncc2)cc1S(=O)(=O)N1CCOCC1	0%
COc1ccccc1CNC(=O)c1ccc(CS(=O)(=O)c2ccccc2)o1	13%
Cc1ccc(CNC(=O)c2ccc(S(=O)(=O)N3CCCCC3)cc2)cc1	5%

Continued; the last five above are carried over.
SMILES	L3MBTL1 block
Cc1nn(C)c(C)c1NC(=O)COc1ccc(F)cc1Br	-1%
O=C(C[C@H]1C/C=C\CC[C@@H](Cc2ccc(F)cc2)C(=O)OCCNC1=O)NCCO	-2%
COc1ccc(C(=O)Nc2ccncc2)cc1S(=O)(=O)N1CCOCC1	0%
COc1ccccc1CNC(=O)c1ccc(CS(=O)(=O)c2ccccc2)o1	13%
Cc1ccc(CNC(=O)c2ccc(S(=O)(=O)N3CCCCC3)cc2)cc1	5%
CCOC(=O)Nc1ccc(N2CCOCC2)c(S(=O)(=O)Nc2ccc(Cl)cc2)c1	0%
O=C(NCCC1CCCCN1S(=O)(=O)c1ccc(F)cc1)C(=O)Nc1ccccc1F (centres undefined)	9%
Cc1cccc(N=C2SC(C)CN2C(=O)CN2C(=O)NC3(CCCC3)C2=O)c1 (centres undefined)	0%
CCc1noc(C)c1C(=O)Nc1nnc(CC(C)C)s1	7%
C=Cn1cc[n+](CC(=O)c2ccc(-c3ccccc3)cc2)c1	-1%[2.29 µM]
CN(CC(=O)Nc1ccc(F)cc1)C(=O)CNC(=O)C1CCCCC1	0%
N/N=C(\c1ccccc1)c1cc(Br)ccc1N	-3%
O=C(/C=C/c1ccco1)N1CCN(S(=O)(=O)c2ccccc2)CC1	u
COc1ccc(C(=O)N2CCN(c3ccc(C(C)=O)cc3F)CC2)cc1S(=O)(=O)NC1CC1	0%
CCOc1ccc(NS(=O)(=O)c2ccc(C(=O)N3CCCCCC3)cc2)cc1	-10%
COC(=O)c1ccc(-c2nc(CN3CCN(Cc4cccc(C)c4)CC3)c(C)o2)cc1	-10%
O=C(NCCC1CCCCN1S(=O)(=O)c1ccc(Cl)cc1)C(=O)NCCN1CCOCC1 (centres undefined)	-3%
Cc1nnc(SCC(=O)NC2CCC(C)CC2)s1 (centres undefined)	-2%
CCCCNC(=O)C(C)N(CCN(C)C)C(=O)CCCN1C(=O)NC(c2ccc(Cl)cc2)C(C(=O)OCc2ccccc2)=C1C (centres undefined)	3%
CC1=NN(C(=O)c2ccccc2F)C(O)(c2ccc(Cl)cc2)C1 (centres undefined)	-15%
O=C1CCN(Cc2ccccc2)C=C1c1ccc(Br)cc1	1%
CCOC(=O)CN1C(=O)/C(=C2\SC(=S)N(NC(=O)c3cccnc3)C2=O)c2ccccc21	5%
O=S(=O)(c1c(F)cccc1F)N1CCCC2CCCCC21 (centres undefined)	22%
O=C(CNC(=O)c1ccc(Br)o1)Nc1ccncc1	6%
CCC(C)(C)C(=O)Nc1nnc(CCc2ccccc2)s1	u

6 records drawn at random from those above, as already listed:
SMILES	L3MBTL1 block
CCc1noc(C)c1C(=O)Nc1nnc(CC(C)C)s1	7%
COc1ccc(C(=O)N2CCN(c3ccc(C(C)=O)cc3F)CC2)cc1S(=O)(=O)NC1CC1	0%
COC(=O)c1ccc(-c2nc(CN3CCN(Cc4cccc(C)c4)CC3)c(C)o2)cc1	-10%
O=C(NCCC1CCCCN1S(=O)(=O)c1ccc(F)cc1)C(=O)Nc1ccccc1F (centres undefined)	9%
CC1=NN(C(=O)c2ccccc2F)C(O)(c2ccc(Cl)cc2)C1 (centres undefined)	-15%
Cc1nnc(SCC(=O)NC2CCC(C)CC2)s1 (centres undefined)	-2%

Among those listed so far, these contain a tert-butyl group.
SMILES	L3MBTL1 block
CC(C)Cc1cc(C(C)(C)C)ccc1OC(=S)N(C)C	u
CC(C)(C)OC(=O)C[C@@H]1C/C=C\C[C@@H](CC(=O)N[C@@H](CO)Cc2ccccc2)C(=O)N2CCC[C@H]2COC1=O	2%
C=CC[C@@H](CC(=O)N(CCO)Cc1ccccc1)C(=O)N[C@H](COC(=O)[C@@H](CC=C)CC(=O)OC(C)(C)C)Cc1ccccc1	9%

Continued:
SMILES	L3MBTL1 block
O=C(CN1CCN(Cc2ccccc2)CC1)Nc1nnc(C(F)(F)F)s1	35%[activator]
CC1CCCC(NC(=O)CSc2n[nH]c(=O)n2Cc2ccccc2)C1C (centres undefined)	1%
CCN(CC(=O)Nc1cc(Cl)ccc1C)C(=O)C1CC(=O)N(Cc2ccccc2)C1 (centres undefined)	-14%
Cc1cc(Cl)ccc1OCCCC(=O)NNC(=O)c1ccccc1O	2%
Cc1ccc(C(=O)NNC(=O)c2ccc(Br)s2)cc1S(=O)(=O)N1CCOCC1	-1%
Cc1ccc(NC(=O)C=NOCC(=O)Nc2cc(C)cc(C)c2)cc1	0%
CCN(C(=O)COC(=O)c1cc([N+](=O)[O-])ccc1N1CCOCC1)c1ccccc1	-28%
COc1ccc2c(c1)CCCC21NC(=O)N(CC(=O)c2cc(F)ccc2F)C1=O (centres undefined)	5%
c1ccc(-c2cc3ccccc3cn2)cc1	23%
O=C(COC(=O)CCS(=O)(=O)c1ccc(F)cc1)NC1CCCCC1	4%
O=C(c1ccc(Cl)cc1Cl)N1CCc2ccccc21	4%
CC(C)(C)OC(=O)CNC(=O)c1nc[nH]c1C(=O)NCc1ccc(CNC(=O)OC(C)(C)C)cc1	-4%
Cn1c(N)c(C(=O)COC(=O)Cc2ccccc2F)c(=O)n(C)c1=O	6%
COc1cccc(Cn2ncc3c4sc(Br)cc4n(C)c3c2=O)c1	7%
COCCN(C(=O)COC(=O)c1ccc2c(c1)OCCO2)c1c(N)n(Cc2ccccc2)c(=O)[nH]c1=O	-3%
CSCC[C@H](NC(=O)[C@H](Cc1ccccc1)n1c(=O)[nH]c2ccccc2c1=O)C(=O)N1CCC(C(=O)O)CC1	47%[activator]
CCCCCC(=O)N1CCN(S(=O)(=O)c2ccc3c(c2)OCCCO3)CC1	4%
COc1ccccc1NC(=O)C(C)OC(=O)CCCOc1ccccc1 (centres undefined)	35%[activator]
COc1ccccc1NS(=O)(=O)c1cccc(NC(=O)C(C)NC(=O)c2ccco2)c1 (centres undefined)	2%
CCn1c(=O)c(C(=O)NCc2ccc(F)cc2)c(O)c2ccccc21	38%[activator]

Look-ups from the results shown:
L3MBTL1 block with CCn1c(=O)c(C(=O)NCc2ccc(F)cc2)c(O)c2ccccc21 stands at 38%[activator]
L3MBTL1 block with COCCN(C(=O)COC(=O)c1ccc2c(c1)OCCO2)c1c(N)n(Cc2ccccc2)c(=O)[nH]c1=O stands at -3%

Next entries
SMILES	L3MBTL1 block
Cc1ccccc1C(=O)NC1CCN(CC(=O)Nc2ccccc2)CC1	15%
CCn1c(=O)c(C(=O)Nc2ccccc2F)c(O)c2ccccc21	1%
COc1ccccc1CC(=O)NCCc1ccccc1	-5%
CCCCn1c(N)c(N(C)C(=O)c2cn(-c3ccccc3)nc2-c2ccccc2)c(=O)[nH]c1=O	0%
COc1ccc(/C=C/c2c(-c3ccc(OC)cc3)oc3ccccc23)cc1	2%
CCCCn1c(N)c(N(CCOC)C(=O)c2ccc3c(c2)C(=O)N(c2ccccc2Cl)C3=O)c(=O)[nH]c1=O	7%
COc1ccc(CNC(=O)COC(=O)CCS(=O)(=O)c2ccc(C)cc2)cc1OC	-11%
Nc1sc2c(c1C(=O)NC1CC1)CCCC2	0%
Cc1cc(OCC(=O)OCC(=O)NC2CCCC2)ccc1Cl	-5%
CC(NC(=O)c1ccc(NC(=O)CC2SC(N3CCCC3)=NC2=O)cc1)c1ccc(F)cc1 (centres undefined)	-5%
COCCN(C(=O)COC(=O)CCSc1ccc(F)cc1)c1c(N)n(Cc2ccccc2)c(=O)[nH]c1=O	6%
CC(C)[C@@H]1CN=C(N)N1C[C@@H]1CCCN1C[C@H](C)N1C[C@@H](Cc2ccccc2)N(CCc2ccc(Cl)c(Cl)c2)C1=N	-4%
COc1ccc(S(=O)(=O)NCCC(=O)OCc2cc(=O)oc3cc(C)ccc23)cc1[N+](=O)[O-]	-16%
O=C(COC(=O)c1ccccc1Cl)NC1CCCCCCC1	7%
O=C(COC(=O)c1cnccn1)Nc1ncc(Cl)cc1Cl	u
Cc1ccc(C(=O)NCCc2ccccc2)cc1	4%

Compound activity as filed in PubChem.
